# From PubChem
# PPC-1+TRAIL kill: PPC-1 cancer cell killing with TRAIL present; PPC-1 cells + TRAIL, ATPLite viability luminescence; cell killing (% activity), % at 4 µM; 220,000 tested, 0.41% active; AID 1443;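 active means cell killing above 50% in the first pass at 4 µM, then a duplicate retest at 5 µM averaging 50% or more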;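 further: plate controls were cells with TRAIL plus DMSO for no effect and medium-only wells lacking cells for full effect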
# zfTRPN1 agonist: zebrafish TRPN1 (NompC) channel agonism | HEK293 zebrafish TRPN1-YFP, Fluo-8 calcium fluorescence; 100% = response to 87 µM carbachol | activation, % at 3 µM | 220,000 tested, 0.18% active | AID 1424;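 active means activation above its plate's cutoff, the mean activation of test wells on that plate plus 3 SD, cut at about 19% in these data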;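 further: 0% = DMSO alone and 100% = 87 µM carbachol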
#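 Assay system: Zebrafish TRPN1-YFP in HEK293 cells | Incubation: Dye loading 1 h at 37 °C, then 30 min room temperature | Measured by: Kinetic Fluo-8 fluorescence, ex 470-495, em 515-575 nm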
# Cl transport mod: KCC2 (human) Cl- transport modulation | KCC2 cells, thallium flux FluoZin-2 fluorescence | 190,000 tested, 2.2% active | B-score of Tl+ flux slope (higher = more flux/activation; lower = inhibition) at 10 µM | Q9H2X9 | AID 1456;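 active means thallium flux slope and its plate-corrected score both differing from the plate sample mean at a set confidence after two filtering rounds, in either direction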;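 further: slope of fluorescence scaled to starting intensity during 10 to 20 s after thallium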
# Tb hexokinase: blocks Trypanosoma brucei hexokinase 1 activity. recombinant TbHK1, G6PDH-coupled NADH A340. inhibition, % at 10 µM. 220,000 tested, 0.11% active. AID 1430;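 active means inhibition of 50% or more in the single-dose primary screen; inactive means inhibition below 50%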
# EBV gp42 inh: EBV gp42 inhibition | AID 1085 | Q1HVG2 | inhibition, % (tested at 21.74 µM) | 220,000 tested, 0.42% active | Fluorescence polarization binding assay, mP read-out; in the data active means inhibition above about 50%
# Target sequence (Q1HVG2 whole entry, looked up): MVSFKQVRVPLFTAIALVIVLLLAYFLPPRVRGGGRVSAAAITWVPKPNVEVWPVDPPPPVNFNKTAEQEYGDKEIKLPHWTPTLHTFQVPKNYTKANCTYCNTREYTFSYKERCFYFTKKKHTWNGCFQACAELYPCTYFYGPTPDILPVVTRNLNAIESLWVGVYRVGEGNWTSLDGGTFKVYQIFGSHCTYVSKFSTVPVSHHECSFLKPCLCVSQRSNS
# TRPML3 agonist: human mucolipin-3 channel agonism; Q8TDD5; HEK293 TRPML3-YFP, Fluo-8 calcium fluorescence; 100% = the carbachol control signal; activation, % at 3 µM; 220,000 tested, 0.29% active;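 active means activation above its plate's cutoff, the mean activation of the plate's test wells plus 3 SD, cut at about 12% in these data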;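 further: 0% = DMSO only wells and 100% = carbachol wells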
#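 system = HEK293 cells stably carrying human TRPML3-YFP | doses = one concentration, 3 µM nominal, 0.3% DMSO | timing = dye loading 1 h 37 °C then 30 min ambient, 125 s read | detection = Fluo-8 calcium dye fluorescence, ex 470-495, em 515-575 nm | benchmarks = high control carbachol 87 µM, low control DMSO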
# Furin inh: human furin inhibition; P09958; purified furin, fluorogenic substrate cleavage; inhibition, % at 30 µM; 220,000 tested, 0.061% active; AID 463115; in the data active means inhibition above about 25%; further: inactives centre near -15
# Target sequence (P09958 108-714 limits assumed): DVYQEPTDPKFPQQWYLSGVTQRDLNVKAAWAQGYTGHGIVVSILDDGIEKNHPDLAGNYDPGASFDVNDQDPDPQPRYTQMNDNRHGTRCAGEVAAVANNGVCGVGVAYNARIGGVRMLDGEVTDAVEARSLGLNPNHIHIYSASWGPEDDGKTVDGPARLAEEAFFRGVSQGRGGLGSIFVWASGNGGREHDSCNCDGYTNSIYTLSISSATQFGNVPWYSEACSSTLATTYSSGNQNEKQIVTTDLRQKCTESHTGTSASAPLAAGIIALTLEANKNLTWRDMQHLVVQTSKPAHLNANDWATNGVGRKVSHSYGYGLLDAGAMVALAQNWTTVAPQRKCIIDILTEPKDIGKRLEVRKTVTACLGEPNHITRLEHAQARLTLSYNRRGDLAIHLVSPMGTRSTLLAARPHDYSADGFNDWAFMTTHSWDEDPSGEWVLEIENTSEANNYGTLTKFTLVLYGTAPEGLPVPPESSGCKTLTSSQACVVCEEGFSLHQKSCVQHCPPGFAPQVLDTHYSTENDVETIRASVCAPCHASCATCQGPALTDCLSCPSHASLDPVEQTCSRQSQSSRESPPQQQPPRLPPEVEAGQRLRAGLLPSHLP
# Calpain2 inh: blocks pig calpain II enzyme activity; purified calpain II, fluorogenic peptide substrate, 30 min; inhibition, % at 16 µM; 220,000 tested, 0.37% active; AID 1236;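 active means inhibition above about 50%, limit read from the data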
# thrombin 1536: inhibitors of human thrombin; P00734; alpha-thrombin, Boc-VPR-AMC fluorogenic substrate cleavage; inhibition, % at 5 µM; 220,000 tested, 0.26% active; AID 1046;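 active means inhibition at or above 40%; inactive means inhibition below 40%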;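 further: 0% = enzyme with no compound and 100% = wells without enzyme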
#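 System – human alpha-thrombin · Medium – pH 7.5 Tris (50 mM) with NaCl 150 mM, Tween 20 0.05% · Compound – single-point dosing at 5 µM, 0.2% DMSO · Incubation – enzyme reaction carried out at room temperature · Technique – fluorescence of released AMC, ex 355 nm, em 460 nm · Read-out basis – % inhibition of thrombin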
# Starred values were filed as active, the others as inactive; · = no result given; & = joins results of further samples; ! = not active in a repeat; [ ] = another dose, or the depositor's remark.
SMILES	PPC-1+TRAIL kill	zfTRPN1 agonist	Cl transport mod	Tb hexokinase	EBV gp42 inh	TRPML3 agonist	Furin inh	Calpain2 inh	thrombin 1536
CC1(C)CC2(CCO1)OC(=O)CC2C(=O)Nc1ccc(Cl)cc1[N+](=O)[O-] (stereo not drawn)	-3	-2.4	0.68	-10	-6	-0.7	-5	-3	-5
O=C(c1cnc2n(c1=O)CCS2)N1CCCc2ccccc21	-15	-0.7	1.3	-13	-6	1.2	-1[20 µM]	13	3
CCC(C)NC(=O)Nc1ccc(C)cc1C (stereo not drawn)	19	-1.6	0.82	0	-12	0.1	-20	29	-2
O=C(NCCSc1c(-c2ccccc2)[nH]c2ccccc12)c1cc2ccccc2oc1=O	1	-0.4	-0.9	-26	-7	0.4	-8	-36	3
COC(=O)c1c(C)[nH]c(C(=O)OCC(=O)NC(C)(C)C)c1C	-5	-0.7	-0.64	4	0	0.1	4	2	-2
COc1cccc(-n2c(SCC(N)=O)nnc2-c2c[nH]c3ccccc23)c1	19	0.1	·	-9	-15	-0.6	-32	11	12
CCC(=O)N1CCN(CCN=CC2=C(O)CC(c3ccc(OC)cc3)CC2=O)CC1 (stereo not drawn)	21	0.3	-0.79	-2	-2	0.4	-7	-3	-4
O=c1/c(=C\c2ccc3c(c2)OCO3)sc2n1CCCN=2	20	0.8	-0.82	-31	-13	0.0	-14	5	-21
CC(=O)Nc1ccc(NC(=O)COC(=O)CCc2nc3ccccc3s2)cc1	31	0.0	0.1	0	-14	0.8	-34	-23	-1
COCCn1c(=NC(C)=O)sc2cc([N+](=O)[O-])ccc21	16	-0.8	0.66	-19	2	0.1	-5	1	-11
C/C(=N\Nc1nc(C)c(C)s1)c1ccc([N+](=O)[O-])cc1	20	0.3	0.00086	0	-21	0.7	-27	-29	-8
CC1(C)Cc2ccccc2C(N/N=C/c2ccc([N+](=O)[O-])cc2)=N1	2	0.0	0.082	-3	-3	-0.2	-18	11	3
C=CCn1c(SCC(=O)c2c(N)n(CCC)c(=O)n(C)c2=O)nnc1-c1ccncc1	3	-0.3	0.01	0	-1	0.4	-22	12	-3
CC(=O)Nc1c(I)c(NC(C)=O)c(I)c(C(=O)O)c1I	19	1.7&-0.9	10*!	-2&6	-39&-11	0.6&0.8	6&-11	5&20	0
Cc1nc(Nc2cccc(C(C)O)c2)c2nnn(Cc3ccc(F)cc3)c2n1 (stereo not drawn)	·	0.4	·	-11	-1	1.5	-18	6	-6
COCCNC(=O)CSc1nc2cc3c(cc2c(=O)n1CCCC(=O)NCc1ccc(OC)cc1)OCO3	·	0.0	0.31	-9	27	0.2	-12	-35	-1
Cc1ccccc1NCC(=O)N/N=C\c1ccc([N+](=O)[O-])s1	·	4.5	0.33	-9	-9	2.6	-26	32	3
Cc1ncn2cc(-c3ccc(Cl)cc3Cl)[nH]c(=O)c12	4	0.4	-0.65	2	-8	-0.1	0	14	14
CC1=NN(c2ccccc2)C(=O)C1C(=O)c1cc([N+](=O)[O-])cc([N+](=O)[O-])c1 (stereo not drawn)	9	1.8	-0.39	-5	2	0.7	-3	39	2
O=C(CCCCCn1c(=O)[nH]c2ccsc2c1=O)N1CCN(C2CCCCC2)CC1	21	·	-0.39	-3	-11	·	-19	-20	-1
CC(C)c1ccccc1NC(=O)COc1ccc(C(=O)NCCc2ccccc2)cc1	5	-1.0	-0.23	28	4	0.1	-12	19	-6
COc1cc(C(=O)Nc2cccc(-c3nncn3C)c2)cc(OC)c1OC	11	0.4	1	2	-17	0.0	2[20 µM]	1	-3
CCC(=O)N1c2ccc(S(=O)(=O)CCC(=O)N3CCn4c3nc3ccccc34)cc2CC1C (stereo not drawn)	13	1.0	·	-9	-1	0.0	-17	6	0
COc1ccc(CN2CCN(C(C)C)C(CCO)C2)cc1Cn1cccn1 (stereo not drawn)	11	-1.1	·	-6	-14	0.1	-21	-5	-2
Oc1ccccc1Oc1ncc(Br)c(N2CCOCC2)n1	2	-0.9	·	-5	5	-1.1	-3	29	-2
CS(=O)(=O)Nc1ccc(C(=O)NCCSC2CCCCC2)cc1	15	-0.7	-0.18	-5	-5	0.6	-16[20 µM]	-7	-6
O=C(c1ccc(C(=O)N2CCOCC2)nc1)N1CCOCC1	0	0.1	-0.013	1	-20	1.1	-15[20 µM]	-16	5
N/C(=N\OC(=O)CCCOc1ccc(Cl)cc1Cl)c1ccncc1	-1	-0.3	-0.4	-4	-6	0.6	-30	0	5
FC(F)(F)c1nc(N2CCN(c3ccccc3)CC2)nc2c1CCCCC2	8	-1.4	0.26	-3	3	0.7	-10	-7	-6
Cc1cc(C)cc(C(=O)NC(=S)Nc2ccc(Cc3ccncc3)cc2)c1	12	0.7	1.6	-3	1	0.2	-30	-1	-1
COc1ccc(CNC(=O)c2csc(Cc3ccc(OC)cc3)n2)cc1	12	1.1	·	-1	-6	-0.3	-6[20 µM]	25	1
O=[N+]([O-])c1cc(O)c2ncccc2c1	10	-0.6	1.9	5	-3	0.2	-14	7	-12
Cc1cc(C)n2nc(SCc3nc4ccccc4[nH]3)nc2n1	14	0.4	0.67	4	0	0.5	-7	-10	2
COC(=O)c1[nH]c2cc(OC)ccc2c1NC(=O)CCN1CCSCC1	14	0.1	-0.37	-16	-93	-0.2	-17[20 µM]	-17	-1
O=C(Cn1cnc2ccccc21)N/N=C/c1cccc([N+](=O)[O-])c1	24	1.2	-0.34	-4	-2	0.9	-25	-3	6
CN1CCN(c2ccc(NC(=O)CN3CCOCC3)cc2F)CC1	19	0.5	0.026	-3	-16	1.6	-24	8	-6

# Entries of single compounds as entered above.
# `Oc1ccccc1Oc1ncc(Br)c(N2CCOCC2)n1` as listed: PPC-1+TRAIL kill: 2; zfTRPN1 agonist: -0.9; Cl transport mod: ·; Tb hexokinase: -5; EBV gp42 inh: 5; TRPML3 agonist: -1.1; Furin inh: -3; Calpain2 inh: 29; thrombin 1536: -2
# `O=[N+]([O-])c1cc(O)c2ncccc2c1` as listed: PPC-1+TRAIL kill: 10; zfTRPN1 agonist: -0.6; Cl transport mod: 1.9; Tb hexokinase: 5; EBV gp42 inh: -3; TRPML3 agonist: 0.2; Furin inh: -14; Calpain2 inh: 7; thrombin 1536: -12

# Following part
SMILES	PPC-1+TRAIL kill	zfTRPN1 agonist	Cl transport mod	Tb hexokinase	EBV gp42 inh	TRPML3 agonist	Furin inh	Calpain2 inh	thrombin 1536
CCOC(=O)C1NN=C(C(=O)c2ccccc2)C1c1ccc(Cl)cc1 (stereo not drawn)	2	-1.7	1.3	-4	-11	-0.8	-3	6	1
CC1(C)CC(N2CCC(=O)N(C3CC(C)(C)NC(C)(C)C3)C2)CC(C)(C)N1	10	1.1	0.16	-1	-25	1.0	-16	-4	4
O=C(NCc1ccncc1)C(=O)NC1CC1	2	1.3	0.94	-2	-2	1.7	-16	-18	3
COc1ccc(NC(=O)COc2ccc(C(=O)OCC(=O)N(C)C3CCS(=O)(=O)C3)cc2OC)cc1 (stereo not drawn)	6	0.5	0.34	-3	-12	1.1	-22	-19	-7
O=C(O)CCNC(=O)/C(=C\C=C\c1ccccc1)NC(=O)c1ccccc1	0	0.8	0.89	-74	3	0.9	22	6	2
COC(=O)c1ccccc1NC(=O)CSc1nc(O)cc(=O)n1C1CCCC1	-4	-0.6	·	7	-24	0.6	-9	-7	0
Cc1c(O)ccc(C(=O)CN2CCN(Cc3ccc4c(c3)OCO4)CC2)c1O	4	-0.1	2.1	-46	-7	0.0	-1	1	-4
CCOC(=O)c1cc(-c2nnc(SCC(=O)Nc3ccc(F)cc3)o2)c(C)nc1C	-4	0.5	0.44	-5	-21	0.5	-20	-16	22
Cc1ccc(S(=O)(=O)NCCC(=O)OCC(=O)Nc2cccc(S(=O)(=O)NC3=NCCCCC3)c2)cc1	2	0.5	-0.22	-1	-11	0.0	-18	6	-3
CN(C(=O)CSc1nnc2ccccn12)C1CCS(=O)(=O)C1 (stereo not drawn)	40	-0.3	-1	-2	-14	1.2	-19[20 µM]	-32	-5
Cc1onc(-c2ccccc2Cl)c1C(=O)Nc1cccc(-c2cn3cccnc3n2)c1	3	2.0	-1.5	-34	1	3.0	-21[20 µM]	-483	-5
CC(=O)Nc1ccc2nc(CN3CCN(CC=C(C)C)C(CCO)C3)ccc2c1 (stereo not drawn)	7	1.5	0.67	2	12	0.1	-20	-24	-2
CCN1CCN(CCOCCOc2ccccc2-c2ccccc2)CC1	7	0.1	-0.84	9	-3	0.4	-6	22	12
COc1nc(NCCc2ccc(OC)c(OC)c2)nc(NC(C)(C)CO)n1	34	2.4	-0.83	-6	8	0.8	-8[20 µM]	5	-6
COc1ccc(CNCC(O)COc2cccc3c2OC(C)(C)C3)cc1 (stereo not drawn)	32	0.8	0.42	8	-3	0.4	-22	-7	0
Cc1cc(Nc2ccc(N3CCC(C)CC3)cc2)n2ncnc2n1	15	-0.6	0.17	-5	-10	-0.9	-27[20 µM]	25	-2
N#C/C(C(=O)NCc1ccccc1)=C1/SC(Cc2ccc(Cl)cc2)C(=O)N1c1ccccc1 (stereo not drawn)	-11	0.5	0.8	-5	-2	0.5	-10	32	-6
CCCOc1ccc2[nH]cc(C(=O)O)c(=O)c2c1	15	-1.9	-0.29	-2	-15	-0.6	-8	10	-5
Cc1ccc(NC(=O)CCl)cc1S(=O)(=O)N1CCCCCC1	6	2.6	-0.91	3	1	3.5	-33	28	·
CCCN(CCC)C(=S)NC(=O)c1ccc(-c2ccccc2)cc1	22	-0.7	·	4	-6	-0.3	-15[20 µM]	50*	-1
CSCCC(NC(=O)c1ccccc1)c1nc(-c2ccccc2)no1 (stereo not drawn)	-1	-0.4	·	-3	-15	0.0	-24	36	-7
O=C(Nc1cccc(Cl)c1)N1CCN2C(=O)c3ccccc3C12c1ccccc1 (stereo not drawn)	16	-1.2	-0.16	4	-9	-0.8	-10[20 µM]	42	1
CCN(CC)S(=O)(=O)c1cccc(-c2nnc(SCC(=O)NC3CCCCCC3)n2N)c1	-6	-1.9	·	1	-9	-0.8	-22[20 µM]	-40	-3
CC1CCc2c(sc3ncn(CC(=O)N4CCCCC4)c(=O)c23)C1 (stereo not drawn)	-4	-0.1	0.52	-4	-2	0.6	-22	5	0
COCc1cc(C)nc(OCC(=O)N/N=C/c2ccc(-c3cc([N+](=O)[O-])ccc3C)o2)c1C#N	-2	0.8	·	-19	1	0.4	-12[20 µM]	-101	4
O/N=C1/CCc2nonc2/C1=N/O	6	1.2	0.83	4	-16	0.3	-22	-29	3
Cc1ccc(NC(=O)c2ccc(OC(=O)c3ccco3)cc2)cc1	30[5 µM]	0.2	1.4	-7	-4	-0.6	-9[20 µM]	17	4
CN(C)C(=O)c1nc2ccc(Cl)cn2c1CN1CCCC(OCc2ccccc2)C1 (stereo not drawn)	14	-1.4	-0.68	-10	4	0.7	-18	7	2
CCOC(=O)CSc1nc2ccccc2c(=O)[nH]1	-10	-0.5	·	-6	-6	0.0	-31	-6	-1
